Salmonella PhoP GFP: PhoP regulon inhibitors, Salmonella typhi PhoP promoter GFP reporter, confirmatory (AID 1850); Salmonella Typhi PhoP-promoter GFP reporter, fluorescence, 4 h; higher % means a stronger effect; one-dose inhibition, % at 50 µM; IC50 in µM for titrated hits; hit rate 0.33% among 310,000; in the data active = a potency from the dose series; inconclusive = inhibition mostly from about 25% at the one dose, without a potency; inactive = the rest, 99 in 100 with inhibition below about 19%;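 also: 0% = induced wells with vehicle and 100% = uninduced wells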
VEEV TC-83 Vero: inhibitors of VEEV TC-83 cytopathic effect, confirmation, Vero cells (AID 588727). inhibition, % at 20 µM, or IC50 in µM where a hit was titrated. Vero cells, VEEV TC-83 cytopathic effect inhibition; higher % means a stronger effect. hit rate 0.13% among 350,000; in the data active = a potency from the dose series; inconclusive = inhibition mostly from about 14% at the one dose, without a potency; inactive = the rest, 99 in 100 with inhibition below about 12%; also: strong numbers were not always called active
H37Rv inhibition: M. tuberculosis growth inhibition, HTS (AID 449762); M. tuberculosis H37Rv growth inhibition, 7H9 media; higher % means a stronger effect; one-dose inhibition, % at 25 µM; IC50 in µM for titrated hits; hit rate 0.59% among 330,000; in the data active = a potency from the dose series; inconclusive = inhibition above about 70% without an active follow-up result;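 also: bacterial growth assessed after seven days of incubation; strong numbers were not always called active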
H1N1 NS1A inhibition: H1N1 influenza NS1A inhibitors, functional cell based assay (AID 504329). NS1A functional cell-based assay, percent inhibition; higher % means a stronger effect. inhibition, % at 12.5 µM; hits with a dose series show IC50 in µM. hit rate 0.3% among 340,000; in the data active = a potency from the dose series; inconclusive = inhibition above about 27% without an active follow-up result; also: strong numbers were not always called active
M. tuberculosis: growth inhibition of non-replicating M. tuberculosis (AID 488890); Mycobacterium tuberculosis non-replicating, growth inhibition; higher % means a stronger effect; one-dose inhibition, % at 25 µM; IC50 in µM for titrated hits; hit rate 0.39% among 320,000; in the data active = a potency from the dose series; inconclusive = inhibition mostly from about 82% at the one dose, without a potency; inactive = the rest, 99 in 100 with inhibition below about 76%;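 also: plate controls were DMSO cells for no effect and high antibiotic wells for full effect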
Numbers without * were called inactive; i = inactive; ? = inconclusive; nt = not tested or not shown.

1: CCCc1ccc(C(=O)NNC(=O)c2ccc(Cl)cc2)cc1
2: Brc1c(-c2ccccc2)nc2n1Cc1ccccc1-2
3: NC(=O)c1ccccc1N/C=C/C(=O)c1ccccc1
4: O=C(Cc1cccs1)Nc1nnc(COc2ccccc2)s1
5: COc1ccc(CNC(=S)N/N=C/c2ccc(O)c(OC)c2)cc1
6: CCc1ccccc1S(=O)(=O)Cc1ccc(C(=O)NCc2cccs2)o1
7: COC(=O)/C=C\C(C#N)(C#N)N=Cc1ccc(OC)cc1
8: CCc1ccccc1NS(=O)(=O)c1cc2c(cc1C)n(C)c(=O)c(=O)n2C
compound no.,1,2,3,4,5,6,7,8
Salmonella PhoP GFP,1%,-22%,11%,0%,-3%,-5%,nt,-13%
VEEV TC-83 Vero,2.6%,i,i,2.8%,i,0.4%,31%,0.9%
H37Rv inhibition,nt,5%,-5%,7%,69%,-2%,nt,-6%
H1N1 NS1A inhibition,24%,-7%,2%,-3%,3%,11%,3%,1%
M. tuberculosis,nt,64%,5%,-9%,2%,6%,nt,15%

9: Cc1cc(C(C)(C)C)oc1C(=O)OCC(=O)NC1CCCCC1
10: Cc1ccc(NCC(=O)N/N=C\c2cccc(O)c2)cc1
11: CC(=O)NC1CCC(OC(=O)Nc2ccccc2)CC1 (centres undefined)
12: COc1ccccc1NC(=O)CCCCC(=O)Nc1ccccc1OC
13: CCOC(=O)c1ccccc1NC(=O)c1cccs1
14: Cc1ccccc1NC(=O)C1C2CCCC1C2c1ccccc1 (centres undefined)
15: ON1C2CCCCC2N(O)C1c1c(F)c(F)c(F)c(F)c1F (centres undefined)
16: Cc1csc(NC(=O)CSc2nnc(-c3ccccn3)n2-c2ccc(C)c(C)c2)n1
compound no.,9,10,11,12,13,14,15,16
Salmonella PhoP GFP,3%,-10%,nt,-2%,-4%,-3%,1%,-6%
VEEV TC-83 Vero,i,1.2%,3.9%,0.2%,1.8%,1.4%,3.7%,2.2%
H37Rv inhibition,7%,8%,nt,-3%,-2%,5%,nt,0%
H1N1 NS1A inhibition,0%,-2%,-3%,-9%,-12%,15%,10%,1%
M. tuberculosis,30%,-1%,nt,9%,12%,14%,-16%,26%

17: CSCCC(NS(=O)(=O)c1ccc(C)cc1)C(=O)NCCc1c[nH]c2ccccc12 (centres undefined)
18: CN1CC(=O)N2[C@H](c3ccc4c(c3)OCO4)c3[nH]c4ccccc4c3C[C@@H]2C1=O
19: Cc1oc(-c2ccccc2F)nc1CS(=O)CC(=O)NCc1ccccc1 (centres undefined)
20: CCc1nnc(NS(=O)(=O)c2ccc(NC(=O)c3ccccc3O)cc2)s1
21: CCN(CC(=O)NCc1ccc(Cl)cc1)C(=O)/C=C/c1ccco1
22: Cc1ccc(C23CC4CC(CC(C(=O)OCC(=O)N(C)C)(C4)C2)C3)cc1
23: COC(=O)c1scc(C)c1NC(=O)c1ccc(Cl)cc1
24: COc1ccc(-n2cccc2/C=C2/NC(=O)N(c3cccc(Cl)c3)C2=O)cc1
compound no.,17,18,19,20,21,22,23,24
Salmonella PhoP GFP,-2%,-11%,4%,12%,8%,13%,-4%,-4%
VEEV TC-83 Vero,5.2%,i,4.8%,0.7%,0.8%,0.6%,1.3%,1.6%
H37Rv inhibition,26%,-4%,3%,2%,-6%,6%,19%,-4%
H1N1 NS1A inhibition,0%,-11%,-3%,-8%,-5%,-9%,-34%,5%
M. tuberculosis,19%,3%,9%,7%,15%,1%,55%,-8%

Full records, looked up by structure. Screens in order: Salmonella PhoP GFP, VEEV TC-83 Vero, H37Rv inhibition, H1N1 NS1A inhibition, M. tuberculosis
Shown for Cc1cc(C(C)(C)C)oc1C(=O)OCC(=O)NC1CCCCC1 → 3%, i, 7%, 0%, 30%
Shown for CCc1ccccc1S(=O)(=O)Cc1ccc(C(=O)NCc2cccs2)o1 → -5%, 0.4%, -2%, 11%, 6%
Shown for CCN(CC(=O)NCc1ccc(Cl)cc1)C(=O)/C=C/c1ccco1 → 8%, 0.8%, -6%, -5%, 15%

By substructure, the compounds so far containing a furan ring, fused or not.
6: CCc1ccccc1S(=O)(=O)Cc1ccc(C(=O)NCc2cccs2)o1
9: Cc1cc(C(C)(C)C)oc1C(=O)OCC(=O)NC1CCCCC1
21: CCN(CC(=O)NCc1ccc(Cl)cc1)C(=O)/C=C/c1ccco1
compound no.,6,9,21
Salmonella PhoP GFP,-5%,3%,8%
VEEV TC-83 Vero,0.4%,i,0.8%
H37Rv inhibition,-2%,7%,-6%
H1N1 NS1A inhibition,11%,0%,-5%
M. tuberculosis,6%,30%,15%

More structures
25: Cc1cc(C=C2C(=O)NC(=O)NC2=O)c(C)n1-c1cccnc1
26: O=C1CSC(c2ccccc2[N+](=O)[O-])N1c1ccccc1 (centres undefined)
27: CCOC(=O)N1CCN(C(=O)c2cccc(S(=O)(=O)Nc3ccc(F)cc3)c2)CC1
28: COc1cc(F)ccc1S(=O)(=O)N1CCN(c2ccccc2)CC1
29: COc1ccn(C)c(=O)c1C#N
30: Cc1nn(-c2ccc(F)cc2)c(Cl)c1/C=N/NC(=O)c1ccc(O)cc1
31: NS(=O)(=O)c1ccc(CCNC(=O)C2CCCCN2S(=O)(=O)c2ccccc2)cc1 (centres undefined)
32: O=C(C1CCCO1)N1N=C(c2ccc(Br)cc2)CC1c1ccco1 (centres undefined)
compound no.,25,26,27,28,29,30,31,32
Salmonella PhoP GFP,-3%,8%,nt,5%,-3%,6%,-6%,0%
VEEV TC-83 Vero,3.5%,i,7.5%,0.9%,0.7%,2.4%,i,i
H37Rv inhibition,-3%,-1%,nt,-1%,-13%,66%,-6%,8%
H1N1 NS1A inhibition,3%,0%,-2%,-3%,-2%,10%,8%,-4%
M. tuberculosis,-3%,20%,nt,-4%,-27%,36%,3%,-2%

33: CCOc1ccc(N2C(=O)C3C(c4ccc(O)cc4)NC(CCSC)(C(=O)OC)C3C2=O)cc1 (centres undefined)
34: CCN(CC)S(=O)(=O)c1cccc(NC(=O)COC(=O)c2ccc(Br)o2)c1
35: COc1ccc(OCc2cc(C(=O)N(C)C(C)c3ccon3)no2)c(Cl)c1 (centres undefined)
36: CCCCSc1nnc(-c2ccccc2)c2ccccc12
37: COc1cccc(OC)c1OC(=O)C1CC(=O)N(c2ccc3c(c2)OCCO3)C1 (centres undefined)
38: Cc1ccsc1C(=O)Nc1cc(Cl)ccc1-n1cncn1
39: Cc1ccc(NC(=O)CCC(=O)NCCO)cc1
40: COCCSc1ccccc1C(=O)N1CCN(c2ccccc2)CC1
compound no.,33,34,35,36,37,38,39,40
Salmonella PhoP GFP,0%,8%,-9%,-4%,nt,nt,-9%,-2%
VEEV TC-83 Vero,4.5%,i,3.2%,i,0.1%,5.7%,2.1%,1.2%
H37Rv inhibition,-2%,4%,2%,18%,6%,nt,-2%,0%
H1N1 NS1A inhibition,-15%,15%,1%,-2%,1%,-3%,-17%,-15%
M. tuberculosis,-33%,19%,6%,71%,17%,nt,-7%,1%

41: Cn1c(C(=O)O)ccc1S(=O)(=O)N(Cc1ccccc1)Cc1ccccc1
42: O=C(c1cc2c(s1)-c1ccccc1OC2)N1CCc2ccccc2C1
43: COC(=O)C1=COC(OC2OC(CO)C(O)C(O)C2O)C2C1C=CC2(O)CO (centres undefined)
44: CCCCOc1ccc(-c2ncc(C(=O)OCC)c(N)n2)cc1
45: COc1cccc(C2CC(c3c(-c4ccccc4)c4cc(Cl)ccc4[nH]c3=O)=NN2S(C)(=O)=O)c1OC (centres undefined)
46: Cc1c(NC(=O)C(C)NCC2CCCO2)c(=O)n(-c2ccccc2)n1C (centres undefined)
47: NC(=O)CC(NC(=O)c1ccccc1)C(=O)O (centres undefined)
48: COc1ccc(O[C@@H]2O[C@H](COC(C)=O)[C@@H](OC(C)=O)[C@H](OC(C)=O)[C@H]2NC(C)=O)cc1
compound no.,41,42,43,44,45,46,47,48
Salmonella PhoP GFP,6%,9%,13%,0%,-41%,7%,-10%,-9%
VEEV TC-83 Vero,i,1.0%,0.0%,3.5%,1.4%,0.4%,0.1%,i
H37Rv inhibition,3%,-2%,-2%,?,?,-3%,-2%,-6%
H1N1 NS1A inhibition,-8%,-3%,-3%,1%,-8%,2%,0%,-7%
M. tuberculosis,-1%,39%,-4%,11%,48%,-9%,-10%,27%

49: CC(C)NC(=O)N(C)C[C@H]1Oc2c(NC(=O)Nc3ccc4c(c3)OCO4)cccc2C(=O)N([C@H](C)CO)C[C@@H]1C
50: Cc1ccc(-n2cccc2C(=O)NS(=O)(=O)c2ccc(C)cc2)cc1
51: Cc1nc(S(=O)(=O)Cc2ccc(Cl)cc2)nc2c1CCC2
52: Cc1c2cnn(-c3ccccc3)c(=O)c2c(C)n1CCCC(=O)N1CCN(c2ncccn2)CC1
53: Cc1cc2nc(-c3ccc4c(c3)CCC4)ccn2n1
54: CCc1c(C)[nH]c(=S)c(C#N)c1C
55: C/C(N)=C(/C#N)C(=O)CSc1nc2cc(Cl)ccc2c(=O)n1Cc1ccco1
56: CCOc1ccc2nc(-c3ccccc3)nc(SCC(=O)OC)c2c1
compound no.,49,50,51,52,53,54,55,56
Salmonella PhoP GFP,nt,13%,-18%,nt,-8%,4%,-25%,-4%
VEEV TC-83 Vero,0.4%,1.8%,1.1%,7.9%,1.7%,1.8%,8.9%,i
H37Rv inhibition,-5%,-7%,-6%,nt,4%,1%,6%,0%
H1N1 NS1A inhibition,3%,4%,2%,-4%,-16%,2%,8%,-19%
M. tuberculosis,2%,-6%,-5%,nt,8%,10%,7%,-4%

57: COc1ccccc1Cn1c(=S)[nH]c2ccc(Br)cc2c1=O
58: COc1ccc(Nc2ccccc2N)cc1
59: Cc1occc1C(=O)N1CCCC(CO)(Cc2ccc(F)cc2F)C1 (centres undefined)
60: COc1ccc(S(=O)(=O)N2CCN(C(=O)c3cccnc3)CC2)cc1OC
61: C[C@@H](C(=O)N1CCN(Cc2ccc3c(c2)OCO3)CC1)n1nnc2ccccc2c1=O
62: Cc1ccc(NC(=S)N2CCN(Cc3ccc4c(c3)OCO4)CC2)c(C)c1
63: Cn1c(CNC(=O)c2ccc3c(c2)OCO3)nnc1SCC(=O)Nc1ccc(F)cc1F
64: O=C(CCCNC(=O)c1ccc(Cl)cc1)Nc1nccs1
compound no.,57,58,59,60,61,62,63,64
Salmonella PhoP GFP,2%,25%,-7%,2%,-3%,10%,7%,nt
VEEV TC-83 Vero,i,63%,1.1%,i,1.6%,0.4%,i,1.8%
H37Rv inhibition,-4%,?,-8%,-1%,3%,6%,4%,-1%
H1N1 NS1A inhibition,-1%,43µM*,-2%,-8%,-2%,8%,6%,-3%
M. tuberculosis,6%,2.7µM*,8%,12%,3%,6%,-11%,-6%

65: CN(C(=O)COc1ccccc1)c1nnc(-c2cccnc2)s1
66: CCOC(=O)c1cc(NC(=O)SCC(=O)O)c(C)nc1C
67: COc1ccc(S(=O)(=O)Nc2ccc(F)cc2)c(C)c1C
68: Cc1ccc(N(CC(=O)NC2CC3CCC2C3)S(C)(=O)=O)cc1C (centres undefined)
compound no.,65,66,67,68
Salmonella PhoP GFP,-4%,4%,4%,8%
VEEV TC-83 Vero,i,1.9%,i,0.3%
H37Rv inhibition,7%,-6%,-11%,1%
H1N1 NS1A inhibition,2%,8%,-7%,-14%
M. tuberculosis,2%,16%,-7%,-10%

Screens as filed in PubChem BioAssay.
